From PubChem
MEX-5 binding: C. elegans MEX-5 TCR-2 RNA binding activity. Q9XUB2. MEX-5/FITC-TCR2 RNA binding, fluorescence polarization; hits give low values. activity score (negative = inhibition of binding), % at 10 µM. 300,000 compounds, 0.38% hits. AID 1832;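 active = inhibition past about -25% in most replicates, and total fluorescence under double the plate's negative control median, limit read from the data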;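 also: 0% = DMSO and -100% = 5 µM competing unlabeled TCR2 RNA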
PAD4 FP inh: blocks human protein arginine deiminase 4. Q9UM07. recombinant PAD4, RCA probe fluorescence polarization. inhibition, % at 6.36 µM. 330,000 compounds, 0.41% hits;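 active = percent inhibition above a cutoff equal to the mean of all tested compounds plus 3 SD, cut at about 15% in these data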;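 also: 0% = PAD4 with RCA probe and DMSO and 100% = probe without PAD4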
Target sequence (Q9UM07 whole entry, looked up): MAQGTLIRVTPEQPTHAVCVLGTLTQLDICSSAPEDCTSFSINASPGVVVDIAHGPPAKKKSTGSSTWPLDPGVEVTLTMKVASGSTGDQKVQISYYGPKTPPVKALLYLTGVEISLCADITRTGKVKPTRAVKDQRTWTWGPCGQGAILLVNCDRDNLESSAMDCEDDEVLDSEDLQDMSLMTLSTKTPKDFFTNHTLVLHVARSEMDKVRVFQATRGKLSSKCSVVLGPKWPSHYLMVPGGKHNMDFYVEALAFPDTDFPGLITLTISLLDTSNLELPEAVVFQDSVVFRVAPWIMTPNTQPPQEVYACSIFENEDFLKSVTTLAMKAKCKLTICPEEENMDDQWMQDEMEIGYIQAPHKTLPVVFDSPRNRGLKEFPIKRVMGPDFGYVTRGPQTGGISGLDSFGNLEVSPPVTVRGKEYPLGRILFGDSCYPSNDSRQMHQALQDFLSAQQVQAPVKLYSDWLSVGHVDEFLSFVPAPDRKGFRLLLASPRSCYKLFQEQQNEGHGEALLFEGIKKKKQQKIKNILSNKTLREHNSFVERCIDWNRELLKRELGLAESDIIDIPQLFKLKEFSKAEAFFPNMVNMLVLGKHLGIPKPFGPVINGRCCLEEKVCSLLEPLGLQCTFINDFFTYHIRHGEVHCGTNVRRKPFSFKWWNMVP
TPT1 inhibitor: C. albicans TPT1 enzyme inhibition; recombinant caTPT1, FP RNA substrate dephosphorylation; inhibition, % at 5 µM; 300,000 compounds, 0.81% hits;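 active = inhibition above the mean of all tested compounds plus 3 SD, set per screening campaign, cut at about 24% in these data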;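 also: plate controls were DMSO alone for no effect and ferristatin control at 100 nM for full effect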
Fam108B counter: Fam108B inhibition, counter-screen for RBBP9 inhibitors; recombinant Fam108B, FP-Rh probe fluorescence polarization; inhibition, % at 9.51 µM; 300,000 compounds, 0.33% hits;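 active = inhibition above the screen mean inhibition plus 3 SD, computed separately per campaign, cut at about 18% in these data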;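 also: inhibitors lower polarization as less probe binds the enzyme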
PME-1 primary: PME-1 (human) inhibition; Q9Y570; recombinant PME-1, FP-Rh probe fluorescence polarization; inhibition, % at 5.9 µM; 320,000 compounds, 0.53% hits; AID 2130;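 active = inhibition above the campaign mean of all compounds plus 3 SD, cut at about 26% in these data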;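 also: competitive labeling of PME-1 active site by serine hydrolase directed probe; 0% = PME-1 with DMSO and 100% = wells lacking PME-1 enzyme; inhibitors block probe labeling so polarization falls and inhibition rises; many of its hits are not listed in these tables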
MCL1-BIM inh: MCL1-BIM-BH3 interaction inhibition (human) | AID 2057 | GST-MCL1 / FITC-Bim-BH3 fluorescence polarization | 320,000 compounds, 0.68% hits | Q07820 | inhibition, % at 10.9 µM;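 active = inhibition above the mean inhibition of all tested compounds plus 3 SD, set per campaign, cut at about 40% in these data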;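 also: 0% = DMSO wells and 100% = unlabeled Bim-BH3 peptide control; higher means more loss of mP so more displacement of Bim peptide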
GLD-1 RNA inh: GLD-1-TGE RNA interaction inhibition (C. elegans). Q17339. purified GLD-1 + fluorescein TGE RNA, fluorescence polarization. inhibition, % at 5.96 µM. 320,000 compounds, 0.44% hits. AID 2280;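 active = percent inhibition above a per-plate cutoff, the plate mean of test compounds plus 3 SD, cut at about 30% in these data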;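 also: 0% = DMSO wells with GLD-1 and probe and 100% = wells lacking GLD-1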
GSTO1 counter: counter-screen for RBBP9 inhibitors: inhibitors of human GSTO1; AID 1974; inhibition, % at 5.96 µM; 300,000 compounds, 1.1% hits; recombinant GSTO1, activity-based probe fluorescence polarization; P78417;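 active = inhibition above the campaign mean inhibition plus 3 SD, cut at about 35% in these data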;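 also: 0% = GSTO1-1 with DMSO and 100% = wells lacking GSTO1-1 enzyme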
BCLXL inh: inhibitors of human Bcl-xL; Q07817; GST-Bcl-xL / FITC-Bim BH3 peptide fluorescence polarization; inhibition, % at 10.9 µM; 320,000 compounds, 0.7% hits;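 active = inhibition above the mean of all tested compounds plus 3 SD, cutoff set per campaign, cut at about 30% in these data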;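 also: 0% = DMSO wells and 100% = unlabeled Bim-BH3 peptide competitor; inhibitors lower millipolarization by displacing the labeled peptide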
Target sequence (Q07817 whole entry, looked up): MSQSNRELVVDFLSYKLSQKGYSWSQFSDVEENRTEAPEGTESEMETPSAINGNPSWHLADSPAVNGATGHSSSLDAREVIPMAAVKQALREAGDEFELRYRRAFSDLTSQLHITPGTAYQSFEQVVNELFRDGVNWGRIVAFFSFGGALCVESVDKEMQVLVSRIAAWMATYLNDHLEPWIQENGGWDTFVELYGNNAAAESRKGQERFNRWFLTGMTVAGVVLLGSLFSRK
Starred values were filed as active, the others as inactive; . = no result given.

SMILES	MEX-5 binding	PAD4 FP inh	TPT1 inhibitor	Fam108B counter	PME-1 primary	MCL1-BIM inh	GLD-1 RNA inh	GSTO1 counter	BCLXL inh
Cc1cc(C)cc(NC(=O)N2CCNC(=O)C2CC(=O)Nc2cc(Cl)ccc2Cl)c1 (stereo not drawn)	1.7	5	-1	-3	-8	11	-8	-9	3
CCc1nnc(NC(=O)CN2CCN(c3ccccc3OC)CC2)s1	-2.0	-2	1	1	-5	-3	2	0	0
Cc1n[nH]c(C)c1S(=O)(=O)N(CC(=O)NC1CCCC1)c1ccc(C(C)C)cc1	1.4	-2	-2	2	-1	4	4	4	2
COc1ccc(NC(=O)CN(C)C(=O)c2cc3c(s2)CCCCC3)cc1	-1.4	3	-2	1	1	-1	0	-3	2
CCCCNC(=O)NS(=O)(=O)c1ccc(NC(=O)CCC(=O)c2cccs2)cc1	-1.2	3	0	-3	2	-5	-2	-4	5
COc1cccc(CN(C)CC(=O)NCc2ccccc2Cl)c1	1.8	2	0	0	7	1	2	-1	-2
CN1CCOCCOc2ccccc2OCCOCC1	-0.5	2	-1	1	-1	-3	4	-1	0
CCCn1c2ccc(C)cc2c2n[nH]c(=S)nc21	-1.4	9	-3	1	10	8	5	-2	10
COc1ccc(-n2cnc3cc(NS(=O)(=O)c4ccc(C)cc4)ccc32)cc1	.	-7	-1	-5	1	-1	1	-7	3
CCOc1ccc(S(=O)(=O)Nc2ccc(C(=O)N3CCC3)cc2)cc1	0.8	-1	-4	1	3	-1	11	10	1
CCOc1ccc(NC(=O)CC2NCCNC2=O)cc1 (stereo not drawn)	-2.8	4	0	3	-4	3	-9	-2	5
Cc1cc(/C=N/NC(=O)Cn2c3ccccc3c(=O)c3ccccc32)c(C)n1-c1ccccc1	3.9	-4	3	-6	-20	-5	4	-6	-1
CCCC(=O)Oc1ccc(C2NC(=O)c3ccccc3O2)cc1OC (stereo not drawn)	-1.0	-5	-4	-1	-12	2	2	4	-3
CCSC1=NCCN1C(=O)c1ccc(S(=O)(=O)N(CC)CC)cc1	0.8	0	-2	-1	1	9	1	0	0
O=C(CSc1ccccc1)N1CCc2ccccc21	-1.9	-6	4	6	2	3	-2	11	-2
CCn1c(SCc2cccc(F)c2)nc2c(c1=O)SCC2	.	-1	2	-3	0	3	4	5	7
CCOc1ccc(-n2c(SCC(=O)Nc3ccc(C(=O)O)cc3)nc3ccccc3c2=O)cc1	-0.7	6	2	-4	1	-2	1	1	1
COCCNC(=O)C(C(=O)c1ccc(F)cc1)n1cc(C)ccc1=O (stereo not drawn)	-1.1	-2	1	-1	3	2	-2	-6	8
CC(=O)Nc1ccn(Cc2c(F)cccc2Cl)n1	0.9	-4	4	3	-2	4	-1	4	6
COc1ccc2oc(=O)c(N3C(=O)c4ccccc4C3=O)cc2c1	1.7	3	1	-15	8	3	5	-8	4
Cc1c(C(=O)NC2CCOC2)oc2c(F)cccc12 (stereo not drawn)	1.9	-1	-2	5	0	-3	1	2	-1
CCN(CC(=O)Nc1c(F)cccc1F)C(=O)CNC(=O)c1cccs1	1.7	2	-2	-3	-7	3	-3	-1	5
COc1ccc2c(CC(=O)N(C)CC3COc4ccccc4O3)coc2c1 (stereo not drawn)	-2.3	-2	6	0	3	2	1	4	-8
O=C(Cn1cc(C(=O)c2ccco2)c2ccccc21)NC1CC1	4.4	-5	-2	5	3	1	-1	1	1
C=CCc1cccc(CNc2nc3ccccc3n2CCN2CCOCC2)c1O	-0.1	-3	-1	8	7	7	5	20	5
COc1cccc(Cn2nc(C(=O)O)c3ccccc3c2=O)c1	-1.2	0	1	-2	2	4	3	-2	0
Cc1c(C(=O)N2CCCC2)sc(NC(=O)c2ccccc2)c1C#N	-2.4	-15	5	0	-3	-4	-12	18	-2
Cc1ccc([N+](=O)[O-])cc1N/C=C1\CCc2ccccc2C1=O	-0.2	2	-12	6	0	3	-4	0	10
COc1ccc(OC)c(CN2CCN(CC(=O)Nc3ccccc3C(=O)NC3CC3)CC2)c1	.	-1	.	.	3	3	-2	.	1
CCC(=O)N1N=C(c2cccc(NS(C)(=O)=O)c2)CC1c1cccs1 (stereo not drawn)	1.0	-13	-2	0	1	4	2	8	4
N#CC(C#N)=CNc1cccnc1	-1.2	1	-3	1	4	1	1	5	-1
Cn1c(SCc2cccc(F)c2)nnc1-c1ccccn1	-0.7	-3	1	5	11	4	9	1	3
Brc1ccc(-c2nnc(Cc3ccccc3)o2)cc1	2.0	-1	2	-1	-2	2	4	2	6
O=C(O)c1cc(-c2ccncc2)nc2ccc(S(=O)(=O)N3CCOCC3)cc12	-1.4	-3	1	-5	-3	5	1	10	8
Cc1ccc(NC(=O)c2sccc2-n2cccc2)c(C)c1	2.8	-3	4	0	-4	5	0	-5	3
Cc1ccc(NC(=O)COC(=O)c2ccc3c(=O)n4c(nc3c2)CCC4)c(Br)c1	.	-2	.	.	-6	1	3	.	-1
C=CCn1sc(=N)c(C#N)c1N	2.1	-1	-3	3	-6	1	-7	4	3
CC(C)(C)c1ccc(C(=O)N2CCC(NC(=O)c3ccccc3)CC2)cc1	2.0	1	4	1	-3	2	-5	22	0
C=CCn1c(SCC(=O)Nc2ccc(N3CCOCC3)cc2)nnc1-c1ccco1	0.5	-7	1	2	-7	-1	-11	-2	2
O=C(CN1CCN(S(=O)(=O)N2CCCCCC2)CC1)Nc1ccc(F)cc1	-0.9	2	-1	0	2	4	1	1	7
CCCCOC(=O)c1c(C)oc2ccc(NS(=O)(=O)c3ccc4c5c(cccc35)C(=O)N4)cc12	-1.0	-4	-2	-17	-55	11	6	-37	2
Cc1[nH]c2c(C)cccc2c(=O)c1CN1CCCCCC1	-1.8	4	-2	-5	-5	-3	6	1	5
Cc1sc2ncnc(Sc3nnnn3-c3ccccc3)c2c1C	-0.8	28*	-1	-3	-6	1	8	-6	-1
CCn1nnc(NC(=O)c2cc(Cl)c(OC)c(Cl)c2)n1	3.0	2	-2	-3	5	3	7	-5	0
O=C(NN=C1C2CC3CC(C2)CC1C3)c1ccncc1	0.3	-2	0	4	-4	4	1	4	1
COc1cccc(C(=O)Nc2cccc3c2ccc2cccn23)c1	2.6	-5	8	8	-2	-6	-1	-2	-4
c1ccc2c3c(cc(N4CCOCC4)c2c1)OC1(N2CCOCC2)CCCCC1O3 (stereo not drawn)	-1.1	-1	-3	1	-3	3	5	3	7
O=C(CN1C(=O)CCC1=O)Nc1nc2c(F)cc(F)cc2s1	-0.8	-2	2	6	-5	-6	6	-2	-2
Cc1ccc(C2NCCS2)cc1 (stereo not drawn)	.	0	-3	7	8	5	8	7	3
O=C(CCc1cccc(Cl)c1)NC1CCCN(Cc2ccccc2F)C1 (stereo not drawn)	0.8	0	2	0	-1	-4	9	-1	-3

Next section
SMILES	MEX-5 binding	PAD4 FP inh	TPT1 inhibitor	Fam108B counter	PME-1 primary	MCL1-BIM inh	GLD-1 RNA inh	GSTO1 counter	BCLXL inh
CCOC(=O)CC1C(=O)NCCN1C(=S)Nc1ccccc1 (stereo not drawn)	-0.8	1	-2	7	0	13	0	6	8
O=C(CNC(c1ccccc1)c1ccccc1)Nc1ccccc1-c1ccccc1	0.0	-2	2	-5	-11	-2	2	5	2
COc1ccc(-c2nc3n(n2)C(c2ccncc2)C(C(N)=O)=C(C)N3)cc1 (stereo not drawn)	0.8	-2	-3	5	-1	5	6	8	8
CCOC(=O)N1CCN(C(=O)CCCCCn2c(=S)[nH]c3ccsc3c2=O)CC1	0.9	2	-1	1	-5	-10	1	16	-4
C=CCc1c(C)nc(C)nc1N/N=C/c1ccccc1	-0.3	-5	-8	3	-4	5	-6	5	3
Cc1ccccc1Cn1ccc(NC(=O)c2cnn3c2NC(c2ccccc2)CC3C(F)(F)F)n1 (stereo not drawn)	2.3	-1	0	5	-13	0	-3	10	5
O=C1c2ccccc2NC2(CCCC2)N1NS(=O)(=O)c1ccccc1	-1.8	-1	0	6	-4	-2	3	-1	-1
COc1ccc(-c2csc(Nc3ncccc3C)n2)cc1OC	-0.9	-5	-4	7	17	6	5	4	3
CCOC(=O)c1ccc(N2C(=O)CC(N3CCOCC3)C2=O)cc1 (stereo not drawn)	0.1	4	1	2	0	-3	6	-1	-2
O=C(CSc1nnc(COc2ccccc2Cl)o1)NC(=O)NCc1ccco1	-1.4	-7	0	7	-3	25	1	10	3
Cc1cc(N2CCN(C)CC2)n2nc(-c3ccc(Cl)cc3)nc2n1	3.1	2	-2	-2	-3	8	2	21	3

Not all compounds are listed; the hit share may differ from the screen's.
